High-throughput results (PubChem BioAssay)
EWS-Fli inh: blocks EWS/Fli oncoprotein-driven transcription; A673 NR0B1-luciferase reporter, viability-normalised; inhibition, % at 12.6 µM; 350,000 compounds, 0.67% hits; AID 651661;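 active = mean inhibition of at least 50% after viability correction, with every replicate also passing that limit; inconclusive = mean reaches 50% but only one of two replicates passes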;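 also: firefly luciferase signal divided by Alamar Blue viability fluorescence both relative to DMSO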
INS-1E GSIS act: GLuc luminescence reporter in INS-1E cells, primary screen for activators of glucose-dependent secretion of insulin | INS-1E GLuc reporter insulin secretion, 2-3 h | activation, % at 16.6 µM | 370,000 compounds, 0.61% hits | AID 743287;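 active = lowest replicate activation of at least 40%, so every replicate reaches that level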;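 also: 0% = median of neutral control wells and 100% = median of IBMX positive control wells; some compounds called inactive have numbers as strong as hits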
PAX8 reporter: inhibitors of PAX8 transcriptional activity in RMG-I cells; RMG-I TPO-luciferase reporter, SteadyGlo, 24 h; inhibition, % at 12.6 µM; 360,000 compounds, 1.2% hits;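 active = mean replicate inhibition at least 60% with every replicate also reaching 60%; inconclusive = only one of the two criteria is met; inactive = mean below 60% and not all replicates reaching 60%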;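 also: luciferase light reporting Pax8 driven TPO promoter activity; plate controls were median of neutral control wells for no effect and mitoxantrone controls for full effect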
miR122 inh: blocks miR-122 activity in Huh7 sensor cells; Huh7 miR-122 Renilla luciferase sensor, 48 h; neutral wells = 0, positive control = 100; activation (reporter increase), % at 12.5 µM; 340,000 compounds, 0.3% hits; AID 602342;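 active = mean replicate activation score at least 90 and every replicate individually at or above 90; inconclusive = only one of the two criteria met; inactive = neither criterion met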;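 also: higher luciferase means less miR-122 activity so hits act as miR-122 inhibitors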
F508del corr: CFTR F508del correction in bronchial cells. CFBE cells, YFP halide quenching; stimulated with forskolin plus potentiator P3; % fluorescence drop versus neutral controls. activity (quench increase), % at 7.58 µM. 350,000 compounds, 0.36% hits;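 active = mean added fluorescence quench of at least 8% versus neutral control, with both replicates also reaching 8%; inconclusive = only one of the mean or replicate conditions met; inactive = mean below 8% and not both replicates reaching 8%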;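 also: cells transiently co-express mutant CFTR-F508del with the halide-sensitive YFP; corrector assay measuring rescue of mutant channel to the surface after 24 h compound exposure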
DENV2 CPE: protects cells from dengue virus 2 cytopathic effect. DENV2-infected cells, cytopathic effect rescue, plate reader. CPE inhibition, % at 9.99 µM. 350,000 compounds, 1.7% hits. AID 651640; in the data active = CPE inhibition above about 20%, passing the limit was not always enough; inconclusive = no clear call, values can overlap the other calls; tested in BHK-21 cells;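 also: 0% = median of neutral control wells and 100% = median of positive control wells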
FN deposit inh: fibronectin deposition inhibition | 350,000 compounds, 0.086% hits | AH1F fibroblasts, Alexa488-fibronectin deposition fluorescence, overnight | AID 743247 | inhibition, % at 12.6 µM;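 active = mean inhibition across replicates of 30% or more, regardless of how many single replicates reach that level; inconclusive = mean under 30% yet at least half of replicates reach 30%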;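 also: positive control wells lacked labelled fibronectin entirely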
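material = AH1F fibroblast monolayer depositing Alexa488-labelled fibronectin into matrix | amount = 10000 AH1F cells/well | buffer or medium = DMEM plus 2% serum, read in PBS | incubation = 1 h cell adhesion before compound, then overnight fibronectin incubation | detection = fluorescence at 485 nm excitation, 525 nm emission | evaluation = percent inhibition as loss of matrix-bound fibronectin fluorescence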
Numbers without * were called inactive; u = inconclusive; x = no result given; [ ] = dose if it differs, or a comment.

SMILES,EWS-Fli inh,INS-1E GSIS act,PAX8 reporter,miR122 inh,F508del corr,DENV2 CPE,FN deposit inh
CC(=O)N1CCC(CCCC2CCN(C(C)=O)CC2)CC1,-2,-2,-10,-1,-0.6,8,14
COc1ccc(CNC(=O)C(=O)NCC(c2ccco2)N2CCOCC2)cc1 (stereo not drawn),x,5,2,-5,x,x,1
O=C(N[C@H]1CC[C@@H](CCNS(=O)(=O)c2ccc(F)cc2)O[C@H]1CO)C1CCC1,-1,23,-8,x,1.7,-10,2
CN1C(=O)c2cc(NC(=O)c3ccc(F)cc3)ccc2OC[C@@H]2O[C@H](CC(=O)NC3CCC3)CC[C@@H]21,-3,2,-2,13[16.7 µM],1.1,-1,13
CC(C)NC(=O)Nc1ccc2c(c1)C(=O)N([C@H](C)CO)C[C@@H](C)[C@H](CN(C)S(=O)(=O)c1ccc(F)cc1)O2,4,4,-2,11[16.7 µM],-4.4,3,x
O=[N+]([O-])c1ccc(O)c(/C=N/Nc2ccccn2)c1,20,13,71*,24,x,0,5
COc1ccc(CCc2nnc(NS(C)(=O)=O)s2)cc1,-1,-15,-18,-2,0.3,-5,3
C[C@@H](c1ccccc1)N1C[C@@H](COCc2ccccc2)Oc2cc(N3CC[C@@H](N(C)C)C3)ccc2S1(=O)=O,11,-2,5,x,-0.4,-6,1
Cc1ccc(S(=O)(=O)Nc2ccc3c(c2)C(=O)N([C@H](C)CO)C[C@H](C)[C@H](CN(C)Cc2ccncc2)O3)cc1,-2,9,1,4[16.7 µM],-4.5,u,x
Cc1ccc(C(=O)COC(=O)COc2ccccc2[N+](=O)[O-])s1,-1,-11,-8,2,-10,-9,-1
Brc1ccccc1OCCN1CCOCC1,-3,8,17,3,-0.3,2,0
O=C(O)CCCC(=O)NNc1nc(-c2ccccc2)c2cc(Cl)ccc2n1,13,15,7,0,2.2,-4,-2

New compounds follow:
SMILES,EWS-Fli inh,INS-1E GSIS act,PAX8 reporter,miR122 inh,F508del corr,DENV2 CPE,FN deposit inh
Cc1ccc(C)c(S(=O)(=O)N2CCN(C(=O)c3ccncc3)CC2)c1,-3,-9,-6,x,-0.1,-6,-5
C[C@@H](NC(=O)C[C@H]1CC[C@H](NC(=O)Cc2ccccn2)[C@H](CO)O1)c1ccccc1,-11,-4,20,3[16.7 µM],2.3,0,2
CC1CCN(S(=O)(=O)c2ccc3c(c2)oc(=O)n3CC(=O)N2CCc3ccccc3C2)CC1,8,-3,21,-6,1.8,-2,-3
O=S(=O)(c1ccc2c(c1)OCCO2)N1CCC(n2nnc3cc(F)ccc32)CC1,x,12,-8,-1,x,x,9
Oc1ccc(Br)cc1/C=N/N1CCCCC1,x,-19,-64,6,x,x,2
CCC1(c2ccccc2)NC(=O)N(CC(=O)N2CCN(S(=O)(=O)c3ccccc3)CC2)C1=O (stereo not drawn),18,-6,23,-11,-0.1,-3,0
COc1ccccc1S(=O)(=O)N[C@@H]1C=C[C@H](CC(=O)N2CCN(C)CC2)O[C@H]1CO,4,18,-7,x,5.6,-7,x
CCCc1nc2c3ccccc3ccn2c1CC(C)(C)C,20,-39,11,7,-4.4,20,9
COc1ccc(NC(=O)N2C[C@@H](O)COC[C@@H]3O[C@H](CC(=O)NC4Cc5ccccc5C4)CC[C@H]32)cc1,-7,-1,2,6[16.7 µM],-2.4,100*,0
COc1ccccc1N1CCN(C(=O)c2cc3c(=O)n4ccccc4nc3s2)CC1,0,x,-7,x,-1.7,-5,-5
COCCCNC(=S)NNC(=O)c1ccoc1C,x,13,5,6,x,x,-8
c1ccc(CC2CCCNC2)cc1 (stereo not drawn),3,-3,-6,x,1.2,-5,8

(continued)
SMILES,EWS-Fli inh,INS-1E GSIS act,PAX8 reporter,miR122 inh,F508del corr,DENV2 CPE,FN deposit inh
COc1ccc(/C=C/C(=O)OCC(=O)c2ccc3c(c2)NC(=O)CO3)c(OC)c1,2,26,7,3,0.8,14,6
C[C@@H]1CN([C@@H](C)CO)C(=O)c2cc(NC(=O)CCCCCC(=O)Nc3ccccc3N)ccc2O[C@@H]1CN(C)S(=O)(=O)c1ccccc1,29,19,-11,x,1.7,0,x
COc1cccc(C(C)=NNc2ccc([N+](=O)[O-])cc2[N+](=O)[O-])c1OC,7,x,4,0,-0.1,-8,8
C[C@H]1CN([C@@H](C)CO)S(=O)(=O)c2ccc(C3=CCCC3)cc2O[C@H]1CN(C)Cc1cccc(C(=O)O)c1,-8,-2,-16,-17[16.7 µM],0.7,-5,x
Cc1cc(C)cc(NC(=S)N2CC(C)OC(C)C2)c1 (stereo not drawn),x,29,-22,14,-1.9,4,-3
Cc1ccc(Cl)cc1NC(=O)NCc1ccccn1,x,13,-12,-9,-0.7,1,2
CCCNC(=O)C[C@H]1CC[C@@H]2[C@H](COc3ccc(NC(=O)Cc4ccccc4)cc3C(=O)N2C)O1,-5,-4,5,0[16.7 µM],0.2,-1,2
COc1ccc(/C=C/C(=O)OCC(=O)NC2CCS(=O)(=O)C2)cc1 (stereo not drawn),-1,-6,-7,x,-3.0,-7,5
CCNC(=O)C1(C)CCCN(C(=O)c2ccccc2Br)C1 (stereo not drawn),-1,x,3,-3,-2.8,0,-27
C[C@@H]1CN([C@H](C)CO)C(=O)c2cc(-c3cncnc3)cnc2O[C@H]1CN(C)C(=O)CN1CCOCC1,-1,8,-22,3[16.7 µM],-1.2,-1,-8
CCCC(=O)Nc1ccc2c(c1)OC[C@H](C)N(CCC(F)(F)F)C[C@H](C)[C@H](OC)CN(C)C2=O,0,-3,-5,-9[16.7 µM],3.9,6,0
O=C(C[C@@H]1CC[C@H](NC(=O)CN2CCOCC2)[C@H](CO)O1)NCCc1ccncc1,-3,14,-12,12[16.7 µM],0.7,4,5

(list continues)
SMILES,EWS-Fli inh,INS-1E GSIS act,PAX8 reporter,miR122 inh,F508del corr,DENV2 CPE,FN deposit inh
COc1ccc(N2C(=O)CCC(C(=O)N3CCN(c4ccccn4)CC3)C2c2ccc(F)cc2)cc1 (stereo not drawn),29,3,3,-7,3.8,1,-7
CC(C)CN1C(=O)c2ccc(C(=O)Nc3ccncc3)cc2C1=O,10,-47,x,-6,2.4,8,x
COc1cc2c(cc1OC)-c1nnc(C)n1C1(CCCC1)C2,4,12,-4,-11,2.3,11,-5
CC1=C(C(=O)OC2CCCCC2)C(c2ccc(F)cc2)NC(=O)N1 (stereo not drawn),3,-14,8,-5,7.0,2,-3
CO/N=C/CC(=O)c1cnc(-c2ccccc2)s1,-3,1,-2,-4,2.0,x,-3
CS(=O)(=O)N(Cc1ccc(C(=O)N2CCc3ccccc3C2)cc1)c1ccccc1,1,-15,-6,-1,-4.0,-1,-4
Cc1ccc(C(=O)N/N=C\c2ccc(OC(=O)c3cccc(F)c3)cc2)cn1,-9,3,-12,x,-1.7,11,-4
CC(=O)C1=C(C)NC(SCC(N)=O)=C(C#N)C1c1sccc1C (stereo not drawn),0,7,x,x,1.6,-2,x
CSCCC(NC(=O)COc1ccccc1)C(=O)N(C)Cc1c(F)cccc1Cl (stereo not drawn),-13,5,11,x,-2.9,0,10
Cc1nn(C)c(C)c1S(=O)(=O)N(CC(=O)Nc1ccc2c(c1)OCO2)c1ccc(C(C)C)cc1,-6,7,-2,4,-0.3,3,-4
O=C(N[C@@H]1CC[C@H](CCNS(=O)(=O)c2ccc(Cl)cc2)O[C@@H]1CO)c1ccccn1,2,8,6,0[16.7 µM],-0.1,-4,-10
COC(=O)c1ccc2nc(Nc3nc4c(F)cc(F)cc4s3)sc2c1,48,x,x,x,0.6,-5,2

The results go on:
SMILES,EWS-Fli inh,INS-1E GSIS act,PAX8 reporter,miR122 inh,F508del corr,DENV2 CPE,FN deposit inh
CC(C)C[C@@]12C(=O)N(c3cccc(F)c3)C(=O)N1[C@H](c1ccc(Br)cc1)[C@@H]1C(=O)N(C(C)(C)C)C(=O)[C@@H]12,-12,-34,-28,0,1.2,x,-4
CCCN1CCC(=O)N([C@H](COc2ccccc2)Cc2ccccc2)CC1,-7,-18,10,1,6.3,-3,-3
C[C@@H]1CN([C@@H](C)CO)C(=O)c2cc(-c3cccnc3)cnc2O[C@@H]1CN(C)S(C)(=O)=O,-11,22,x,3[16.7 µM],0.7,5,1
COc1ccc(C)cc1-n1c(SCC(=O)N2CCOCC2)nc2ccccc2c1=O,-6,12,-20,-4,0.3,1,-1
COc1ccc(CCNC(=O)CCC(=O)Nc2ccccc2[N+](=O)[O-])cc1OC,5,61,6,x,-6.6,4,-2
N#Cc1c(C(F)(F)F)cc(-c2cccs2)nc1SCc1ccc(Cl)nc1,x,0,x,2,x,x,-9
O=C(O)CCc1ccc(S(=O)(=O)Nc2ccccc2C(=O)NCCc2ccccc2)cc1,-67,-5,-119,x,-0.9,3,2
CCOc1ccc(N2C(=O)CC(SCc3nc4ccccc4[nH]3)C2=O)cc1 (stereo not drawn),11,-9,22,1,-1.0,8,-6
